Glioma ERSR ind – inducers of ER stress response in human glioma cells; U87-MG GRP78 promoter luciferase reporter, 16 h; 420,000 tested, 0.02% active; Potency, µM, inactives show at the highest dose activation, usual class: activators; active = well fitted activation curve with a large enough effect; inconclusive = small, poorly fitted or top-dose-only effect; inactive = no such curve, though single readings can be large or run the other way; note: series mostly up to about 76 µM; % of control where 0% means no effect; nearly all actives have a fitted effect of over 35% in size
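Stably transfected U87-MG glioma cells carrying a GRP78-based luciferase sensor; 16 h compound incubation. Luminescence end-point read 10 min after Bright-Glo addition at room temperature.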
The depositor's hits bear a star; ? = inconclusive; & = joins results of further samples. Potency is the fitted concentration of half-maximal effect. Not all compounds are listed; the hit share may differ from the screen's.

SMILES | Glioma ERSR ind
COC(=O)C1CCN(Cc2ccc3c(c2)CN(C(=O)c2cc(-c4ccc(C)o4)[nH]n2)CCO3)CC1 | -4%
C=CCOC(=O)C(C(C)=O)C(NC(=O)OC)c1cccc(C(F)(F)F)c1 (configuration not stated) | -4%
CC(=O)N1CCC2(CC1)CCN(c1ccccc1)CC2 | -3%
COc1ccc(C(=O)N2CCC3(CCCN(Cc4ccccc4OC)C3)CC2)cc1 | -4%
CCCC1([C@H](O)C/C=C/[C@H]2[C@H](O)CC(=O)[C@@H]2CCCCCCC(=O)OC)CCC1 | -4%
Cc1ccccc1-c1cc(N2CCN(C)CC2)ncn1 | -3%
Cc1cnc(C)c(-c2ccc3c(c2)CC(CNC(=O)Cc2c(C)[nH]c4ccccc24)O3)n1 (configuration not stated) | -4%
CNc1ncnc2c1ncn2[C@@H]1O[C@H](COP(=O)(O)O)[C@@H](O)[C@H]1O | 0%
Cc1cccc(CNCCn2cc(C(=O)Nc3ccccc3)nn2)c1 | 4%
CC(=O)N[C@@H](CSC/C=C(\C)CC/C=C(\C)CC/C=C(\C)CCC=C(C)C)C(=O)O | -3%&-3%
Cc1ccc(C(C)(C)c2ccc(C)cc2)cc1 | -3%
COc1cccc(CNC(=O)c2c(OC)cc(=O)n3c2CCN(C(=O)C2=C(C)OCCO2)CC3)c1 | 18%
N#Cc1cccc(-c2cncnc2NCc2cccs2)c1 | -1%
O=C(NCC1Cc2cc(F)cc(-c3cnccn3)c2O1)c1cccc(Cl)c1 (configuration not stated) | 0%
C[N+]1(C)CC(O)[C@H](C(=O)[O-])C1 (some centres not stated) | -1%
COC(=O)[C@H](CC(C)C)NC(=O)c1ccc(NC[C@@H](N)CS)cc1-c1cccc2ccccc12 | -5%
C=C1c2ccccc2O[C@H](C(=O)OCC)[C@@H]1C1CCCCC1 (tested in a mixture with another compound) | -6%
COc1ccccc1-c1ccnc(-n2ncc(C(=O)NC(C)(C)CO)c2C2CC2)n1 | 6%
CN(C)c1cccc(OC2C=CC(C#Cc3ccccc3)OC2CO)c1 (configuration not stated) | -4%
N[C@](CC1c2ccccc2Oc2ccccc21)(C(=O)O)[C@@H]1C[C@@H]1C(=O)O | -3%
O=C(O)c1nc(=O)[nH]c(=O)[nH]1 | -2%
COc1ccc(-n2c(=O)cnc3cnc(OC)nc32)cc1 | -5%
Cc1cnc(CNc2nc(-c3ccccc3C)nc3ccccc23)cn1 | 1%
NNc1nnc(Cc2ccncc2)c2ccccc12 | -5%
CCNc1ncc2nc(C)c(=O)n(Cc3ccc(F)cc3)c2n1 | -4%
CC(=O)OC[C@@H]1O[C@@H](O/N=C2/C[C@@H](O)[C@@H](O)[C@@H]3[C@@H]4C(=O)N(Cc5ccc6c(c5)OCO6)C(=O)[C@H]4CC[C@H]23)[C@H](OC(C)=O)[C@H](OC(C)=O)[C@@H]1OC(C)=O | -4%
Cc1c(C)c2c(c(C)c1O)CC[C@@](C)(C(=O)O)O2 | -3%
CS(=O)(=O)N1CCC2(CCCN(c3ccccn3)C2)CC1 | -4%
CCCCC(=O)Oc1ccccc1C(=O)O | -8%&-6%
COc1ccc(-n2c(=O)c(-c3cccc(F)c3)nc3cncnc32)cc1 | -4%

Compounds listed so far containing nitrogen in an aromatic ring (16):
SMILES | Glioma ERSR ind
COC(=O)C1CCN(Cc2ccc3c(c2)CN(C(=O)c2cc(-c4ccc(C)o4)[nH]n2)CCO3)CC1 | -4%
Cc1ccccc1-c1cc(N2CCN(C)CC2)ncn1 | -3%
Cc1cnc(C)c(-c2ccc3c(c2)CC(CNC(=O)Cc2c(C)[nH]c4ccccc24)O3)n1 (configuration not stated) | -4%
CNc1ncnc2c1ncn2[C@@H]1O[C@H](COP(=O)(O)O)[C@@H](O)[C@H]1O | 0%
Cc1cccc(CNCCn2cc(C(=O)Nc3ccccc3)nn2)c1 | 4%
COc1cccc(CNC(=O)c2c(OC)cc(=O)n3c2CCN(C(=O)C2=C(C)OCCO2)CC3)c1 | 18%
N#Cc1cccc(-c2cncnc2NCc2cccs2)c1 | -1%
O=C(NCC1Cc2cc(F)cc(-c3cnccn3)c2O1)c1cccc(Cl)c1 (configuration not stated) | 0%
COc1ccccc1-c1ccnc(-n2ncc(C(=O)NC(C)(C)CO)c2C2CC2)n1 | 6%
O=C(O)c1nc(=O)[nH]c(=O)[nH]1 | -2%
COc1ccc(-n2c(=O)cnc3cnc(OC)nc32)cc1 | -5%
Cc1cnc(CNc2nc(-c3ccccc3C)nc3ccccc23)cn1 | 1%
NNc1nnc(Cc2ccncc2)c2ccccc12 | -5%
CCNc1ncc2nc(C)c(=O)n(Cc3ccc(F)cc3)c2n1 | -4%
CS(=O)(=O)N1CCC2(CCCN(c3ccccn3)C2)CC1 | -4%
COc1ccc(-n2c(=O)c(-c3cccc(F)c3)nc3cncnc32)cc1 | -4%

The results go on.
SMILES | Glioma ERSR ind
O=C(c1csnn1)N1CCC2(CC1)CCN(c1ccccc1)CC2 | -5%
COc1ccc(OC)c(-c2cc(Cl)c3c(c2)CC(CNC(=O)[C@@H]2CCCN2C(C)=O)O3)c1 (some centres not stated) | -3%
CCCCCCC(O)C/C=C\CCCCCCCC(=O)O (configuration not stated) | -2%
COc1cc(=O)n2c(c1C(=O)NC(C)c1ccco1)CCN(C(=O)c1ccc(F)cc1Cl)CC2 (configuration not stated) | -1%
CCc1nc2cc(C(=O)NCC3CCS(=O)(=O)C3)cc(NC(=O)c3ccccc3OC)c2n1C (configuration not stated) | -5%
COc1cccc(Nc2ncc3nc(-c4cn(C)c5ccccc45)c(=O)n(CCC#N)c3n2)c1 | 32%
COc1cccc(CN2CCC3(CCC(CNC(=O)c4ccccc4)O3)CC2)c1 (configuration not stated) | -3%
COc1cccc(Nc2ncc3nc(C)c(=O)n(-c4ccccc4)c3n2)c1 | -5%
COc1ccc(/C=C/C2=CC3(C)CC2(C)C(c2ccc(OC)cc2)CC3=O)cc1 (configuration not stated) | -3%
COc1cccc(Nc2ncc3nc(C)c(=O)n(C)c3n2)c1 | -1%
Cc1cc(C(=O)Nc2cccc(-c3nc(CNC(=O)c4cnccn4)c(C)o3)c2)c(C)o1 | -1%
COc1ccc(-c2coc3cc(O)ccc3c2=O)c(OC)c1 | -5%
CN(C)c1ccc2c(-c3ccccc3)c3ccc(=[N+](C)C)cc-3oc2c1 | -6%
COc1ccccc1-c1cc(NCc2ccccc2)ncn1 | -1%
COc1cc(=O)n2c(c1C(=O)NCc1nonc1C)CCN(Cc1c[nH]c3ccccc13)CC2 | -5%
Cc1oc(-c2ccccc2NC(=O)c2ccccc2)nc1CNC(=O)c1cccc(-n2cccn2)c1 | -4%
CCOC(=O)CCC(=O)O[C@H]1C(O[C@@H]2C(C)[C@H](O[C@H]3C[C@@](C)(OC)C(O)C(C)O3)C(C)C(=O)OC(CC)[C@@](C)(O)C(O)[C@H](C)C(=O)C(C)C[C@]2(C)O)OC(C)CC1N(C)C (some centres not stated) | -5%
COc1ccccc1CN1CCCC2(CCN(C(C)=O)CC2)C1 | -3%
COc1ccc2[nH]cc(CCNc3ncnc4ccc(-c5cccnc5)cc34)c2c1 | -2%
COc1ccc(-n2c(=O)c(-c3cccs3)nc3cnc(Nc4ccccc4)nc32)cc1 | -2%
COCCn1c(=O)c(CCc2ccccc2)nc2cnc(N3CCN(C)CC3)nc21 | -2%
COc1cc(=O)n2c(c1C(=O)NC(C)c1ccco1)CCN(C(=O)c1ccnc(Cl)c1)CC2 (configuration not stated) | -3%
O=c1cc(N2CCNCC2)oc2c(-c3ccccc3)cccc12 | -6%
COC(=O)N1CCC2(CCN(Cc3nccs3)CC2)CC1 | -4%
CCNc1ncc2nc(-c3cccc(C#N)c3)c(=O)n(CCC#N)c2n1 | -5%
O=C(O)C1=C(CSc2nnnn2CS(=O)(=O)O)CS[C@@H]2[C@H](NC(=O)[C@H](O)c3ccccc3)C(=O)N12 | -4%
NC(=O)[C@@H]1CCCN1C(=O)CC1(c2cccc(F)c2)CC(=O)N(C2CCCC2)C1=O (some centres not stated) | -3%
Cc1cnc(CNc2ccnc(-c3ccccc3C)n2)cn1 | -2%
C=CC[C@@H]1C=C[C@H](O/N=C\[C@@H](C)[C@H](OCc2ccccc2)C(C)C)[C@H](CO)O1 | -3%
CN(C(=O)c1cnn(-c2ncc3c(n2)-c2ccccc2CCC3)c1C1CC1)C1CCOC1 (configuration not stated) | 4%
C[C@H]1NC(=O)NC1=O | -2%&-5%
O=c1c(O)c(-c2ccccc2)oc2cccc(O)c12 | 0%
Cc1nc(C(C)NC2CCN(c3cccc(NC(=O)c4ccncc4)c3)CC2)cs1 (configuration not stated) | ?
COC(=O)C1CCN(Cc2ccc3c(c2)CN(C(=O)c2ccnn2C)CCO3)CC1 | -3%
CSCC[C@H](NC(=O)[C@@H]1CCCN1C(=O)CNC(=O)[C@H](CCCCN)NC(=O)[C@H](Cc1cnc[nH]1)NC(=O)[C@H](CO)NC(=O)[C@H](CC(C)C)NC(=O)[C@H](CCCNC(=N)N)NC(=O)[C@@H]1CCCN1C(=O)[C@H](CCCNC(=N)N)NC(=O)[C@H](CCC(N)=O)NC(=O)[C@H](CCCNC(=N)N)NC(=O)[C@H](CCCNC(=N)N)NC(=O)[C@H](Cc1ccccc1)NC(=O)[C@@H](N)CCCCN)C(=O)N1CCC[C@H]1C(=O)N[C@@H](Cc1ccccc1)C(=O)O | -4%
CCN(CC)c1ccc(N=Nc2ccc(S(=O)(=O)N(C)C)cc2)c(S(=O)(=O)NCC[n+]2ccccc2)c1 | -3%
CC(C)C[C@H](N)C(=O)N[C@H](C(=O)N[C@@H](CCCN=C(N)N)C(=O)N[C@H](CS)C(=O)NCC(=O)N[C@@H](CCCCN)C(=O)N[C@@H](Cc1cnc[nH]1)C(=O)N[C@@H](CO)C(=O)N[C@@H](CCCN=C(N)N)C(=O)O)C(C)C | -2%
C[C@H]1[C@H](C)CC[C@]2(C(=O)O)CC[C@]3(C)C(=CCC4[C@@]5(C)CC[C@H](O)C(C)(C)[C@@H]5CC[C@]43C)[C@H]12 (some centres not stated) | -4%
COC(=O)N1CCC[C@@]2(CCN(C(=O)Nc3ccc(OC)cc3)C2)C1 | 3%
Cc1ccc(S(=O)(=O)COCCN2CCN(S(=O)(=O)c3ccc(C)cc3)CCC2=O)cc1 | -3%
COc1ccc(O[C@H]2C=C[C@@H](c3ccccc3)O[C@H]2COC(=O)CC/C(C)=N\O[C@@H](C)c2cn([C@H](CO)Cc3ccccc3)nn2)cc1 | -1%&-2%
Cn1cccc1C(=O)N1CCC2(CC1)CN(Cc1ccc(C#N)cc1)C2 | -2%
CCN(CC)CC1CCN(c2ncc3ncnc(Nc4ccc(F)c(Cl)c4)c3n2)CC1 | -5%
Clc1ccccc1-c1nccc(NCc2cccs2)n1 | 2%
CC[C@H](CO)Nc1nc(NCc2ccccc2)c2ncn(C(C)C)c2n1 | -7%&-5%
COc1cc(OC)c2nc(-c3cc4c(c(OC)c3)OCCN(C(=O)C(C)c3n[nH]c(=O)c5ccccc35)C4)cc(C)c2c1 (configuration not stated) | -3%
Cc1nc2cnc(Nc3ccccc3)nc2n(Cc2ccc(F)cc2)c1=O | 1%
CC[C@@]1(c2ccccc2)NC(=O)NC1=O | 0%
COc1ccc2c(c1)OC(C)CN(CCNC(=O)c1ccc(-n3cccn3)cc1)C2 (configuration not stated) | -5%
C[C@H](N)C(=O)N[C@@H](C)P(=O)(O)O | -4%
COC(=O)C1CCCCN1Cc1nc(N(C)C)c2ccccc2n1 (configuration not stated) | -1%
OC[C@H]1O[C@H](OC/C=C/c2ccccc2)[C@H](O)[C@@H](O)[C@@H]1O | -4%
Cc1noc(C)c1C(=O)N1CCC2(CC1)CN(c1ncccn1)C2 | -1%
COc1ccc(CCCOC(Cn2ccnc2)c2ccc(OC)cc2)cc1 (configuration not stated) | -5%&-7%
Cn1nccc1C(=O)NCC1CCC2(CCN(Cc3cccc4ncccc34)CC2)O1 (configuration not stated) | -5%
O=C1C=C[C@@H](O)[C@@H]2[C@H]3C(=O)N(c4ccc(F)cc4F)C(=O)[C@@H]3CC[C@@H]12 | -4%
CCCCCCCCCCCCCCC[C@@H](O)[C@H](CO)NC(=O)CCCCCCC | -3%
COCCC1CCCCN1Cc1nc(N2CCCCC2)c2cc(OC)c(OC)cc2n1 (configuration not stated) | -6%
Cc1noc(C)c1C(=O)N1CCC2(CCCN(C(c3ccccc3)c3ccccc3)C2)CC1 | 28µM*
COC(=O)NC(CC(C)=O)c1ccc2c(c1)OCO2 (configuration not stated) | -4%
Further records:
SMILES | Glioma ERSR ind
COCC(=O)Nc1cc(C(=O)N2CCc3sccc3C2)c2c(c1)nc(-c1ccncc1)n2C | -2%
CN(Cc1cnc2nc(N)nc(N)c2n1)c1ccc(C(=O)N[C@H](CCC(=O)O)C(=O)O)cc1 | -4%
N#Cc1ccc(CN2CC[C@@]3(CCCN(C(=O)c4cc(C(F)(F)F)cc(C(F)(F)F)c4)C3)C2)cc1 | -2%
CC(C)c1c(C(=O)N(C)C2CCN(C)CC2)cnn1-c1nccc(-c2ccco2)n1 | 1%
O=c1c(-c2cccs2)nc2cncnc2n1Cc1ccc(F)cc1 | -5%
COc1cccc(-c2nc(NCc3cccs3)c3ccccc3n2)c1 | -1%
